Screens as filed in PubChem.
ERK EGF inh = inhibitors of EGF-stimulated ERK signaling pathway; HEK293-V1b, EGF-stimulated phospho-ERK AlphaScreen; Potency, µM (titrated, usually from 11.5 µM), inactives show at the top dose activity change, negative = inhibition, actives largely listed as inhibitors; 0.41% of 130,000 active; active = well fitted inhibition curve with a large enough effect; inconclusive = small, poorly fitted or top-dose-only effect, or effect the other way;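 note: plate controls were stimulated vehicle wells for no effect and unstimulated vehicle basal for full effect; nearly all actives have a fitted effect of over 55% in size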
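Concentration-response of compounds against EGF-driven ERK phosphorylation in V1b-expressing HEK293 cells; 30 min preincubation, 5 min EGF, AlphaScreen detection; Normalized to DMSO basal and 25 nM EGF.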
Active calls of the source: *; ? = inconclusive; [ ] = remark or other dose. Potency is the fitted concentration of half-maximal effect. A portion of the library; the hit share may differ from the screen's.

SMILES	ERK EGF inh
C=CCn1c(=O)c2ccc(C(=O)NCc3ccccc3)cc2n(Cc2cccc(Cl)c2)c1=O	-2%
C=CCNC(=S)NCC	12%[57.5 µM]
O=C(COC(=O)c1ccccc1)Nc1cccc(S(=O)(=O)NC2=NCCCCC2)c1	-7%
OCCN1CCN(Cc2nc(-c3cccc(Cl)c3)no2)CC1	-3%[57.5 µM]
COc1cccc(CNC(=O)CSc2ccc(-c3ccco3)nn2)c1	-1%
CCNC(=S)NCCN1CCOCC1	5%
O=C(CN1CCN(S(=O)(=O)c2ccccc2F)CC1)NC1CCCC1	-11%
COc1ccc(-c2coc3cc(O)cc(O)c3c2=O)cc1	-5%[57.5 µM]
NC(Cc1ccc(OC(F)F)cc1)C(=O)O (configuration not stated)	8%[57.5 µM]
OC1(c2cccnc2)CCN(Cc2nnnn2Cc2ccccc2)CC1	6%
O=C(Cn1nnc(-c2ccccc2)n1)N1CCN(c2ccc(F)cc2)CC1	-3%
Cc1ccc(N2C(=O)c3cccc(Oc4ccc(Cl)cc4)c3C2=O)c(C)c1	2%
N#Cc1c(-c2cccc(Br)c2)cc(-c2cccnc2)nc1N	-8%
O=[N+]([O-])c1c(C(Cl)Cl)nn(-c2ccccc2)c1N1CCOCC1	7%
CC(C)CC(=O)NC(C)C(c1cccs1)N1CCOCC1 (configuration not stated)	-10%[57.5 µM]
COc1cc(C2NC(=S)NC(C)=C2C(=O)Nc2cc(C)cc(C)c2)ccc1O (configuration not stated)	-9%[57.5 µM]
CCOc1ncccc1C(=O)Nc1nc(SC)ns1	0%
CCc1ccc(OCC(=O)N/N=C(\C)c2ccc3c(c2)OCCO3)cc1	?
COc1ccc(CNC(=O)CN2CCC(n3nnc4cc(F)ccc43)CC2)cc1	-4%
CC(=O)N(C(C)=O)N1C(=O)/C(=C/c2ccc(Cl)cc2)SC1=S	-12%
CC(C)C[C@H](CO)Nc1nc(N(C)c2cccc(Cl)c2)c2ncn(C(C)C)c2n1	2%[57.5 µM]
Cc1ccc(Cl)cc1N1CCN(S(=O)(=O)c2ccc3[nH]c(=O)c(=O)[nH]c3c2)CC1	10%
O=C(c1ccccc1NS(=O)(=O)c1ccc(F)cc1)N1CCc2ccccc21	4%
O=C(Nc1ccc(OC(F)F)cc1)c1ccccn1	2%
Cc1ccc(CN(C(=O)Cc2cccs2)C(C(=O)NC2CCCC2)c2ccncc2)cc1 (configuration not stated)	10%

Quoted at random: five compounds from above
SMILES	ERK EGF inh
O=C(Cn1nnc(-c2ccccc2)n1)N1CCN(c2ccc(F)cc2)CC1	-3%
O=C(c1ccccc1NS(=O)(=O)c1ccc(F)cc1)N1CCc2ccccc21	4%
CCc1ccc(OCC(=O)N/N=C(\C)c2ccc3c(c2)OCCO3)cc1	?
C=CCNC(=S)NCC	12%[57.5 µM]
O=[N+]([O-])c1c(C(Cl)Cl)nn(-c2ccccc2)c1N1CCOCC1	7%

More structures follow.
SMILES	ERK EGF inh
Cc1ccc(C(=O)N2CC3(C)CN(C(=O)c4ccc(C)cc4)CC(C)(C2)C3=O)cc1	3%
Cc1ccc(-c2nnn(CC(=O)N(Cc3cccs3)C(C(=O)NC3CCCC3)c3ccncc3)n2)cc1 (configuration not stated)	5%
Fc1ccc(NC(=S)N/N=C/c2ccc(F)c(F)c2)cc1	?
O=C(CNC(=O)c1ccccc1)OCC(=O)N1c2ccccc2Sc2ccccc21	-2%
COc1ccccc1NC(=O)Nc1ccccc1C(=O)NCCCN1CCOCC1	-2%[57.5 µM]
COc1ccc(C2(CNC(=O)c3cccc([N+](=O)[O-])c3)CCOCC2)cc1OC	3%
CCc1ccccc1NC(=O)N1CCC(NC(=O)C(Cc2ccccc2)NC(C)=O)CC1 (configuration not stated)	-2%
Cc1cccc(N2CCN(C(=O)CN3C(=O)NC(C)(C)C3=O)CC2)c1C	3%[57.5 µM]
C=C(C)C(=O)Nc1cccc(C2=NOC3(C2)C[C@H](C(N)=O)N(C(=O)CC)C3)c1 (some centres not stated)	-16%[57.5 µM]
O=C(CCC1CCCN(C(=O)c2ccc3c(c2)OCCO3)C1)NCc1ccccc1F (configuration not stated)	-10%
N/C(=N\OC(=O)COc1ccc(Cl)cc1Cl)c1cccnc1	-3%
CCc1cccc(C)c1NC(=S)N(Cc1cccnc1)Cc1ccco1	-6%
CCOc1ccc(-c2cc(C(=O)NCCCn3ccnc3)c3ccccc3n2)cc1	-1%
O=C(NCCCN1CCOCC1)C(=O)NCc1ccc(Cl)cc1	-7%
O=Cc1c(Cl)[nH]c(=O)n1-c1ccccc1	4%
CC1(O)C(=O)c2ccccc2N(c2ccccc2)C1=O (configuration not stated)	-10%
COc1ccc(-c2noc(-c3ccccc3-c3ccccc3)n2)cc1	-9%[57.5 µM]
CCOc1ccc(/C=N/OCC(=O)Nc2ccc3c(c2)OCO3)cc1	6%
CN(c1ccccc1)S(=O)(=O)c1ccc(NC(=O)c2ccco2)cc1	-8%
O=C(/C=C/c1ccccc1)C1=C(O)C(=O)N(CCO)C1c1cccc([N+](=O)[O-])c1 (configuration not stated)	1%[57.5 µM]
CCc1ccc(C2=NNC(=Nc3cccc(S(=O)(=O)N(C)C)c3)SC2)cc1	0%
CCCNC(=O)CSc1nc2ccc(OCC)cc2s1	-3%
CCOc1ccc(C(=O)NC(=S)Nc2cccnc2)cc1	6%
Cc1ccccc1NC(=O)CSc1ccc(-c2ccco2)nn1	-5%
OCCNC(=S)Nc1ccc2nsnc2c1	-1%

Ordered by length of the SMILES (falling): part of the list above
SMILES	ERK EGF inh
C=C(C)C(=O)Nc1cccc(C2=NOC3(C2)C[C@H](C(N)=O)N(C(=O)CC)C3)c1 (some centres not stated)	-16%[57.5 µM]
COc1ccc(C2(CNC(=O)c3cccc([N+](=O)[O-])c3)CCOCC2)cc1OC	3%
O=C(CCC1CCCN(C(=O)c2ccc3c(c2)OCCO3)C1)NCc1ccccc1F (configuration not stated)	-10%
O=C(NCCCN1CCOCC1)C(=O)NCc1ccc(Cl)cc1	-7%

Returning to the listing, repeating the six entries before the break.
SMILES	ERK EGF inh
O=C(/C=C/c1ccccc1)C1=C(O)C(=O)N(CCO)C1c1cccc([N+](=O)[O-])c1 (configuration not stated)	1%[57.5 µM]
CCc1ccc(C2=NNC(=Nc3cccc(S(=O)(=O)N(C)C)c3)SC2)cc1	0%
CCCNC(=O)CSc1nc2ccc(OCC)cc2s1	-3%
CCOc1ccc(C(=O)NC(=S)Nc2cccnc2)cc1	6%
Cc1ccccc1NC(=O)CSc1ccc(-c2ccco2)nn1	-5%
OCCNC(=S)Nc1ccc2nsnc2c1	-1%
O=C(COC(=O)/C=C/c1ccc(S(=O)(=O)N2CCOCC2)cc1)NCc1ccc(F)cc1	-8%
CSc1nc(N)c(C(=O)Nc2ccc([N+](=O)[O-])cc2)s1	-12%[57.5 µM]
COC(=O)c1ccc2nccnc2c1	6%[57.5 µM]
COc1ccc(N2CCN(C(c3ccc4ncccc4c3)c3nnnn3C(C)(C)C)CC2)cc1 (configuration not stated)	8%
O=C(CSc1c2c(nc3ccc(Cl)cc13)CCCC2)NCCCN1CCOCC1	-8%
C(=N\Nc1nc(N2CCCC2)nc(N2CCCC2)n1)/c1ccccc1OCc1ccccc1	4%
COc1ccc(/C=C/C(=O)c2ccc(O)cc2)cc1	-5%[57.5 µM]
CCOC(=O)c1csc(NC(=O)Nc2cccc(Cl)c2)n1	8%
CC(CN1CCCCC1)C(=O)NN (configuration not stated)	-1%
Cc1ccc(NC(=O)/C(C#N)=C/c2ccsc2)c(C)c1	9%
CCOc1ccc(N=Cc2c(O)c3ccccc3oc2=O)cc1	-1%
Cc1ccc(NC2=C(CC(=O)O)C(c3ccccc3)N(c3ccc(C)cc3)C2=O)cc1 (configuration not stated)	1%
Cn1c(CCc2ccc(N)cc2)nc2ccccc21	-3%
COc1ccccc1Nc1ccc([N+](=O)[O-])cn1	3%
COC(=O)c1ccc(N=NNc2ccccc2)cc1	5%
CCCn1c(=N)c(C#N)cc2c(=O)n3cccc(C)c3nc21	6%
CCCCNC(=S)NNC(=O)c1nn(C)cc1Cl	5%
COc1cc(/C=C/C(=O)C2C(=O)C=C(C)OC2=O)cc(OC)c1O (configuration not stated)	2%
O=C(O)C1C2CCCCC2=C2CCCCC2C1C(=O)c1ccccc1 (configuration not stated)	1%[57.5 µM]
CCCCOc1ccc(OC(=O)Nc2cc(Cl)ccc2OC)cc1	-15%[57.5 µM]
Cc1ccc(C2CC(c3ccccc3)=NN2C(=O)CSc2nnc(-c3ccncc3)n2C)o1 (configuration not stated)	5%
CCCCN(C(=S)NC(=O)c1cc(OC)c(OC)c(OC)c1)c1c(N)n(Cc2ccccc2)c(=O)[nH]c1=O	-5%
Cc1ccc(N2CCN(C(=O)N3CCOCC3)CC2)c(C)c1	-5%
COc1ccccc1NS(=O)(=O)c1ccc(N/N=C(\C)C(C)C)c([N+](=O)[O-])c1	?
CN1CC(=O)N(CC(=O)N2N=C(c3ccc(Cl)cc3)CC2c2ccco2)C1=O (configuration not stated)	11%

(listing goes on)
SMILES	ERK EGF inh
O=C(Nc1ccc(OCC(=O)N2CCOCC2)cc1)Nc1cccc2ccccc12	-5%
Cc1cc(SCC(=O)c2ccccc2)n2nc(C)nc2n1	12%
Cc1ccc(C(=O)Nc2cc3ccccc3oc2=O)cc1	-6%
C[N+]1(CC(O)COc2ccccc2)CCN(C(=O)c2ccc([N+](=O)[O-])cc2)CC1 (configuration not stated)	-8%
C/C(=N\NC(=O)c1ccc([N+](=O)[O-])cc1Cl)c1ccccc1	-14%
CCN(CC)CCCNC(=S)N(Cc1cccnc1)Cc1cc2cc(C)ccc2[nH]c1=O	2%[57.5 µM]
CCOC(=O)C1(Cc2ccc(Cl)cc2)CCN(C(=O)c2cc(C)nc(C)n2)CC1	-6%
COc1ccc(CCNC(=O)c2cc(-c3cc(C)cc(C)c3O)n[nH]2)cc1OC	0%[57.5 µM]
CC(O)CNCCOc1cccc(Oc2ccccc2)c1 (configuration not stated)	-10%
Cc1cc(=O)n(-c2ccccc2)n1C	6%
COCCCn1c(=NC(=O)c2ccccc2)c(C#N)cc2c(=O)n3cccc(C)c3nc21	9%[57.5 µM]
COc1cc(C(=S)N2CCCC2)cc(Cl)c1OCC(=O)Nc1ccc(C)cc1C	3%
CCCCCCCC/C=C/CCCCCCCCOP(=O)([O-])OCC[N+](C)(C)C	18%
CC(=O)NS(=O)(=O)c1ccc(NC(=S)NC(=O)CC(C)C)cc1	-3%
O=C(O)c1ccc(CNCc2ccc(Cl)cc2)cc1	-11%
Nc1nc(NS(=O)(=O)c2ccc(Cl)cc2)nn1-c1ccccc1	-3%[57.5 µM]
Cc1ccccc1OCC(=O)OCC(=O)NCc1cccs1	-7%
O=C(Nc1ccccc1)c1nccn1Cc1ccc(F)cc1	-4%
CN1/C(=C/C(=S)NC(=O)C2CCC2)C(C)(C)c2ccccc21	?
COc1ccc2c(c1)CCC1[C@@H]2CCC2(C)[C@@H](NCCCCCCN3C(=O)C=CC3=O)CC[C@@H]12 (some centres not stated)	3%
O=C(OCc1cccc([N+](=O)[O-])c1)c1cc(=O)[nH]c2ccccc12	-2%
CC1CCCCN1CCn1cnc2c([nH]c3ccccc32)c1=O (configuration not stated)	-1%
O=C(CSc1ccc(-c2ccc(F)cc2)nn1)NCC1CCCO1 (configuration not stated)	-1%
CCc1ccccc1NC(=O)c1ccc([N+](=O)[O-])s1	-8%
NS(=O)(=O)c1cccc(NC(=O)COC(=O)/C=C/c2ccco2)c1	-2%

(listing goes on)
SMILES	ERK EGF inh
CC(C)CCN1CCN(Cc2cccc3cccnc23)CC1CCO (configuration not stated)	-1%
CCc1ccc(C2C(C#N)=C(N)N(N(C)C)C3=C2C(=O)CCC3)s1 (configuration not stated)	5%
COc1ccccc1-n1cnnc1SCC(=O)Nc1cccc(S(=O)(=O)N2CCCCC2)c1	-5%
O=C(Nc1cccc(Cl)c1)Nc1nnc(CC2=CCCCC2)s1	-4%
COc1cc(/C=C2\SC(=S)N(NS(=O)(=O)c3ccc(C)cc3)C2=O)cc(OC)c1OC	19%[57.5 µM]
Cc1ccc(Nc2c(-c3ccccn3)nc3cccc(C)n23)cc1	5%
COc1cc(C(=O)NCC(=O)N/N=C(/C)c2cccs2)cc(OC)c1OC	1%
CCOc1ccc(C(=O)NC(=S)Nc2ccc(NC(=O)c3ccco3)c(C)c2)cc1[N+](=O)[O-]	-9%
C[C@H]1[C@H](C)CC[C@]2(C)CC[C@]3(C)C(=CC[C@@H]4[C@@]5(C)CC[C@@H](O)[C@](C)(C(=O)O)[C@@H]5CC[C@]43C)[C@H]12	-1%[57.5 µM]
C[C@H]1C=C(C(=O)N2CCOCC2)O[C@@H](OCc2ccc(CO)cc2)C1	-8%[57.5 µM]
CCc1ccc(CNC(=O)Cn2nc(-c3ccc(C)cc3)ccc2=O)cc1	2%
O=C(N/C(=C/c1cccnc1)C(=O)N1CCOCC1)c1ccccc1F	8%[57.5 µM]
CCOC(=O)C(=O)Nc1sc(C(=O)N2CCOCC2)c(C)c1C#N	-3%
CN(C)CCCNC(=O)COc1ccc(Br)cc1Cl	2%
COc1ccc(/C=C(/C(=O)NCc2ccccc2)c2ccccc2)cc1	15%
CC1CN(S(=O)(=O)c2ccc(C(=O)Nc3ccc(S(=O)(=O)Nc4nccs4)cc3)cc2)CC(C)O1 (configuration not stated)	3%
O=C(c1ccc2c3c(cccc13)CC2)C1CCCN(C(=O)c2cccnc2)C1 (configuration not stated)	-18%
Cc1nnc(Nc2ccc(Cl)c(C(F)(F)F)c2)[nH]c1=O	0%
Cc1cc(/C=N/Nc2nc(N)ncc2[N+](=O)[O-])c(C)n1-c1ccccc1F	?
